AmpC inh no detg = blocks E. coli AmpC beta-lactamase in detergent-free assay. AID 485341. Potency, µM (series often up to 57.1 µM), for the others: at the highest dose activity change, negative = inhibition, most hits filed as inhibitors. AmpC nitrocefin hydrolysis, absorbance 480 nm, 0.0001% Triton. hit rate 0.52% among 330,000. P00811;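 note: potency is the fitted concentration of half-maximal effect; plate controls were no compound for no effect and no enzyme for full effect; nearly all actives have a fitted effect of over 20% in size; some results filed as inactive show a strong effect at the top dose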
Target sequence (P00811 whole entry, looked up): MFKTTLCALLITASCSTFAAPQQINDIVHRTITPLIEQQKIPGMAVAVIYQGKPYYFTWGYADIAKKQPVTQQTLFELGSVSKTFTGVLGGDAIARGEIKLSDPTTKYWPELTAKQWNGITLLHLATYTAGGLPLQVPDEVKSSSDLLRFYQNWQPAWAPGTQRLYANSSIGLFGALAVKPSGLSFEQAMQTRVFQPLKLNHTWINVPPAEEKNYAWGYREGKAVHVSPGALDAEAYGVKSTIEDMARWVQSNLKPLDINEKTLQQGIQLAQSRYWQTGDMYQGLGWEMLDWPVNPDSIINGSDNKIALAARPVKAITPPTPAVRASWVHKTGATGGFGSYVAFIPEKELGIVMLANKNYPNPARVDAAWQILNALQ
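20 mM phosphate pH 7.0 + 0.01% (detergent screen) or 0.0001% Triton X-100; 5.3 nM AmpC reagent; cpd preinc 15 min RT; nitrocefin (800 uM stock) to start; A480 q20 s × 4 min; Activity was normalised to no-enzyme and no-compound control wells.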
Pf growth 48h = P. falciparum growth inhibition at 48 hours (one generation) | P. falciparum luciferase growth in erythrocytes, 48 h | Potency, µM (doses to about 28.7 µM), inactives show at the top dose activity change, negative = inhibition, hits mostly inhibitors | hit rate 5.9% among 310,000; note: potency is the fitted concentration of half-maximal effect; % is set by controls: 0 for no effect and ±100 for the full control effect
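A one-generation exposure of luciferase-tagged malaria parasites in RPMI 1640/Albumax erythrocyte culture, 37 C and 5% CO2. Inhibition is inferred from decreased luminescence after adding detection reagent.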
Tb PYK inh = blocks Trypanosoma brucei pyruvate kinase | hit rate 0.12% among 410,000 | Potency, µM (highest dose often 76.8 µM), for inactives: at the top dose activity, negative = inhibition, actives largely listed as inhibitors | AID 624173 | TbPYK enzyme, Kinase-Glo Plus ATP luminescence, 45 min | Q57TT1; note: potency is the fitted concentration of half-maximal effect; % is set by controls: 0 for no effect and ±100 for the full control effect; nearly all actives have a fitted effect of over 50% in size
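Quantitative HTS: titrated library compounds versus trypanosomal pyruvate kinase in TEA buffer (pH 7.2) containing KCl, MgCl2, BSA and Tween-20. Reactions were initiated with ADP, 130 uM final. Kinase-Glo Plus luminescence was read after 45 min at RT.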
CHX counter = counter-screen hit for Shiga toxin inhibitors, cycloheximide; cell reporter, cycloheximide protein synthesis inhibition counterscreen; max response, %; hit rate 12% among 300,000; AID 2314; in the data active = max response mostly above about 13%, no sharp cut-off; inactive = mostly below about 14%; note: read at 38.3 µM for the half of the compounds with a filed dose; 0% is about no effect
Shiga toxin inh = blocks Shiga toxin action in Vero cells | Vero cells, Shiga toxin protein synthesis inhibition reporter | inhibition, % at 38.7 µM | hit rate 9.2% among 290,000 | AID 2315; in the data active = inhibition mostly above about 28%, no sharp cut-off; inactive = mostly below about 43%; note: 0% is about no effect
LmPK inhibitor = blocks Leishmania mexicana pyruvate kinase activity. AID 1721. Q27686. Potency, µM (titrated, usually from 57.5 µM), for the others: at the highest dose activity change, negative = inhibition, most hits filed as inhibitors. purified LmPK, Kinase-Glo ATP luminescence, 1 h. hit rate 0.37% among 290,000; note: potency is the fitted concentration of half-maximal effect; % is set by controls: 0 for no effect and ±100 for the full control effect
Target sequence (Q27686 whole entry, looked up): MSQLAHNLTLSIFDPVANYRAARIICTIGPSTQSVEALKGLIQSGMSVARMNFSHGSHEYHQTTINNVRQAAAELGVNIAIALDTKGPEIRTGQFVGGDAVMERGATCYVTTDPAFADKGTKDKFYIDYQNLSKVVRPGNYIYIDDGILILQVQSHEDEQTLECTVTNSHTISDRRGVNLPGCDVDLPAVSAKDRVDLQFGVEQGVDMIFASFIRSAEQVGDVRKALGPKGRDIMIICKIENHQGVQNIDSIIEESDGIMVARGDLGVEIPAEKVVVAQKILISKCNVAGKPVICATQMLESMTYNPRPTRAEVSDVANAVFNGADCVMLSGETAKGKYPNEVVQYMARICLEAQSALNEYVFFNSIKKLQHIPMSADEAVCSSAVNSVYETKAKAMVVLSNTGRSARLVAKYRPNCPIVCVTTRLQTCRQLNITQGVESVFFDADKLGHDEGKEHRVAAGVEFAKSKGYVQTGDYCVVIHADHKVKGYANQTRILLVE
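Kinase-Glo luminescence read after 1 h RT reaction of 0.1 nM LmPK with 0.5 mM PEP and 0.1 mM ADP. Activity scaled between uninhibited and enzyme-free controls.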
Pf growth 96h = P. falciparum growth inhibition at 96 hours; Potency, µM (doses to about 28.7 µM), for inactives: at the top dose activity change, negative = inhibition, actives largely listed as inhibitors; hit rate 6.9% among 320,000; P. falciparum luciferase reporter growth, 96 h; note: potency is the fitted concentration of half-maximal effect; % is set by controls: 0 for no effect and ±100 for the full control effect
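Infected RBCs, 2% Hct / 0.05% parasitemia final; luciferase-reporter P. falciparum; cpd 96 h, 37 C, 5% CO2; luciferase detection reagent; luminescence.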
An asterisk follows results filed as active; ? = inconclusive; nt = no result given; & = joins results of further samples; [ ] = another dose, or the depositor's remark. Unless noted, calls come from the whole dose curve; as a rule, active = well fitted curve in the direction sought with a large enough effect; inconclusive = small, poorly fitted or top-dose-only effect, or another doubt; inactive = no such curve, though single readings can be large; an effect the other way counts as inactive or inconclusive.

Under each structure: Pf growth 96h	Tb PYK inh	Shiga toxin inh	AmpC inh no detg	CHX counter	Pf growth 48h	LmPK inhibitor
1	O=C1CC[C@@H](C(=O)N2CSC[C@H]2C(=O)O)N1
  6%	4%&-11%	-10	-18%	-3	1%	2%
2	COc1ccc(CC(=O)Nc2c3c(nn2-c2cccc(C)c2C)CS(=O)(=O)C3)cc1
  18%	1%	-11	-12%	-3	-10%	-21%
3	O=c1[nH][nH]c(-c2ccccc2O)c1C(C[N+](=O)[O-])c1ccc(Br)cc1 (stereo not drawn)
  -22%	2%	22	-45%	7	-30%	6%
4	COc1ccc(-n2cnnc2SCC(=O)Nc2ccc(C(N)=O)cc2)cc1
  1%	-1%	-2	-21%	-2	4%	-1%
5	C=CCNC(=S)Nc1cccc(NC(=S)NCC=C)c1
  ?	1%	-10	-11%	1	13µM*	-2%
6	Cc1ccccc1OCC(=O)Nc1nnc(C2CCCCC2)s1
  32%[activator]	-2%	24	-45%	-1	30%[activator]	0%
7	COc1ccc(NS(=O)(=O)c2cccc(C(=O)N(C)Cc3cccs3)c2)cc1
  ?	-2%	nt	-6%	nt	?	nt
8	O=[N+]([O-])c1ccc(N/N=C/c2cn(Cc3ccc(F)cc3)c3ccccc23)nc1
  5%	-13%	-49	-21%	8	32%[activator]	-21%
9	O=C(NCC1CCCCC1)c1ccc(F)c(S(=O)(=O)N2CCOCC2)c1
  7.4µM*	1%	nt	-1%	nt	?	nt
10	COc1cccc(C#Cc2c(CO)[nH]c3ccccc23)c1
  ?	-11%	nt	-35%	nt	?	nt
11	C/C(=N\O)c1ccco1
  4%	2%	nt	-3%	nt	30%	nt
12	O=S(=O)(Nc1ccon1)c1ccc(Br)cc1
  ?	3%	-32	-32%	1	-2%	-7%
13	Cc1nc2c(-c3ccc(F)cc3)c(C)nn2c(C)c1CCC(=O)NCc1ccco1
  ?	-5%	-9	15%	-7	nt	12%
14	Cc1ccc2cc(C(c3nnnn3C3CCCC3)N3CCN(c4ccccc4)CC3)c(=O)[nH]c2c1 (stereo not drawn)
  ?	nt	-4	-9%	-3	?	5%
15	COc1ccc(/C=C(/C#N)c2cccnc2)cc1OC
  -16%	-6%	-1	81%[activator]	-2	?	-7%
16	Cc1ccc(NC(=O)C2CC(=O)n3c(nc4ccccc43)N2)cc1Cl (stereo not drawn)
  -16%	6%	-18	-24%	0	-24%	1%
17	Cc1cc(=O)c(C(=O)O)nn1-c1ccccc1[N+](=O)[O-]
  37%[activator]	3%	-10	-7%	-4	-6%	3%
18	CCOC(=O)N1CCN(c2cccc(C)c2C)CC1
  -17%	-10%	-17	-13%	-5	4%	-1%
19	C[C@@H](NC(=O)c1coc(=O)c(Br)c1)c1ccccc1
  -21%	2%	26	-17%	20*	-16%	-2%
20	CC(C)CNS(=O)(=O)c1cc(C(=O)O)c(Cl)cc1Cl
  39%[activator]	10%	23	-16%	-1	34%[activator]	12%

A run of entries from the list above, for reference:
Under each structure: Pf growth 96h	Tb PYK inh	Shiga toxin inh	AmpC inh no detg	CHX counter	Pf growth 48h	LmPK inhibitor
19	C[C@@H](NC(=O)c1coc(=O)c(Br)c1)c1ccccc1
  -21%	2%	26	-17%	20*	-16%	-2%
20	CC(C)CNS(=O)(=O)c1cc(C(=O)O)c(Cl)cc1Cl
  39%[activator]	10%	23	-16%	-1	34%[activator]	12%

Continued.
Under each structure: Pf growth 96h	Tb PYK inh	Shiga toxin inh	AmpC inh no detg	CHX counter	Pf growth 48h	LmPK inhibitor
21	Cc1ccc(C(=O)NC(C)C2CCCO2)o1 (stereo not drawn)
  33%[activator]	-11%	-2	-13%	-3	24%	-5%
22	COC(=O)c1ccc(C(=O)OC)c(NC(=O)CSCC(=O)O)c1
  -5%	-5%	-4	-28%	5	22%	2%
23	Cc1ccc(-c2cc(C(=O)NCCCN3CCOCC3)c3ccccc3n2)cc1C
  ?	-3%	47*	180%[activator]	8	-96%	4%
24	CCCCOc1[nH]c2nc(-c3ccco3)n(Cc3ccco3)c(=N)c2c1C#N
  13%	5%	6	-37%	16*	5.9µM*	6%
25	COc1ccccc1N1CCN(C2CCCN(C(=O)CN3CCCC3=O)C2)CC1 (stereo not drawn)
  ?	-2%	-4	-1%	1	1%	1%
26	C(#CCN1CCOCC1)COCCCOC(c1ccccc1)c1ccccc1
  nt	-4%	-22	175%[activator]	-2	?	2%
27	O=C(CSCc1nc2ccccc2[nH]1)Nc1ccccc1
  ?	-2%	16	-4%	-4	-1%	-1%
28	CC(C)C(=O)Nc1cccc(NC(=O)CCN2C(=O)c3ccccc3S2(=O)=O)c1
  13%	7%	55	-12%	-3	?	3%
29	O=C(NCCS(=O)(=O)NCc1ccc(F)cc1)c1ccc2c(c1)OCO2
  33%[activator]	1%	nt	-7%	nt	0%	nt
30	COc1cccc(OCC(=O)Nc2c3c(nn2-c2ccc(F)cc2)CS(=O)(=O)C3)c1
  2%	-9%	-3	-18%	1	66%[activator]	1%
31	CCN(CC)CCOC(=O)c1ccc(N/C=C(/C#N)c2nc(-c3cccc(OC)c3)cs2)cc1
  0.47µM*	1%	1	85%[activator]	3	?	2%
32	CCOc1ccc2nc(N/C(N)=N/C(=S)Nc3cccc(C)c3)nc(C)c2c1
  ?	5%	-11	-42%	-3	?	2%
33	Cc1c(CN(C)C(=O)c2ccc(Br)o2)cnn1C
  87%	5%	27	-10%	7	24%	-3%
34	Cn1c(SCCN2CCCC2)nnc1C1CCN(S(=O)(=O)c2cccc(F)c2)CC1
  0%	1%	14	2%	-1	14%	-4%
35	O=C(O)CCN1C(=O)/C(=C\c2cccc(Oc3ccccc3)c2)SC1=S
  9%	-2%	8	-31%	0	0%[0.00184 µM]	-1%
36	CC(O)c1nc2ccccc2n1C1CCCCC1 (stereo not drawn)
  -22%	-3%	-3	?	-3	?	8%
37	CCOC(=O)Cc1csc(NC(=O)CSc2nnnn2-c2ccc(CC)cc2)n1
  -19%	4%	25	-9%	1	-9%	2%
38	CCc1cccc(C)c1NC(=O)Cn1nc(C)n2cccc2c1=O
  53%[activator]	-3%&4%	19	-12%	-2	20%	-1%
39	CCn1nnnc1NCc1ccc(Cl)cc1
  -12%	0%	nt	-3%	-2	16%	-1%
40	COCCCNC(=O)c1c[nH]c2ccc(S(=O)(=O)N3CCc4ccccc43)cc2c1=O
  5%	7%	-7	198%[activator]	-1	12µM*	8%
41	CCN(CC)c1ccc(NC(=S)NC(=O)C2CCC2)cc1
  12µM*	4%	28	-45%	14	-29%	3%
42	CC1=CC(=O)N(c2cccc(C(F)(F)F)c2)C1c1ccc(Cl)cc1 (stereo not drawn)
  ?	-5%	9	9%	-5	8.3µM*	-1%
43	Brc1ccc(Sc2cnc3ccccc3n2)cc1
  -3%	5%	76*	nt	33*	3%	-2%
44	NS(=O)(=O)c1ccc(NC(=O)COC(=O)C2CCCCC2)cc1
  39%[activator]	-1%	40*	-25%	33*	6%	-2%
45	Cc1ccccc1C(=O)c1cccn1CC(=O)NC1CCCC(C)C1C (stereo not drawn)
  57%[activator]	12%	-12	7%	-2	-19%	-4%
46	O=C(Nc1ccc2c(c1)OCO2)N1CCN(c2cccc(C(F)(F)F)c2)CC1
  nt	-2%	27*	?	12*	2%	1%
47	CSc1nc2cc(C)nn2c(-c2ccccc2)c1C#N
  0%	-5%	-8	-29%	-1	3%	4%
48	O=c1c2cc(-c3ccccc3)sc2nc2n1CCC2
  182%[activator]	nt	103*	9%	47*	146%[activator]	-21%
49	COc1ccccc1C1C=C(c2ccc(Cl)cc2)Nc2nc(NS(C)(=O)=O)nn21 (stereo not drawn)
  6%	nt	-5	-7%	-3	9%	1%
50	C=CCN1C=C2C(=O)C(C)(OC(=O)CC)C(=O)C=C2C=C1CCCC (stereo not drawn)
  23%	0%	-7	139%[activator]	-4	-16%	-9%[11.5 µM]
51	O=C(NNC1OC(CO)C(O)C(O)C1O)c1cccc(Br)c1 (stereo not drawn)
  -42%[5.75 µM]	1%	-2	-26%	5	17%	-1%
52	Nc1cccc(Oc2c(F)c(F)c(Oc3cccc(N)c3)c(F)c2F)c1
  -9%	4%	17	-26%	-2	-14%	1%
53	O=C(COc1ccccc1Cl)Nc1nnc(S(=O)(=O)N2CCCCCC2)s1
  ?	-4%&2%	17	-16%	5	-15%	2%
54	COc1ccc(-c2nn(-c3ccccc3)cc2C(N)=O)cc1OC
  15µM*	0%	nt	-8%	6	42%[activator]	1%
55	COc1ccc(C2/C=C\CN(C(=O)Oc3ccccc3)CC(=O)N2Cc2ccc(F)cc2)cc1 (stereo not drawn)
  ?	-2%	39&-7	69%[activator]	53&-2	?	7%
56	COc1ccc(CCNC(=O)C2CCN(S(=O)(=O)c3cccc4cccnc34)CC2)cc1OC
  17µM*	11%	-4	42%	-1	-15%	1%
57	COc1cccc(-c2ccc(SCC(=O)NC3CCCCC3)nn2)c1
  2%	-11%	14	-1%	20*	2%	-5%
58	CCCCN1C(=O)N(C)C2C1N(C)C(=O)N2CCCC (stereo not drawn)
  ?	3%	9	-1%	1	54%[activator]	-3%
59	COc1ccccc1C(=O)COC(=O)Cc1c[nH]c2ccccc12
  44%[activator]	3%	nt	-21%	nt	13%	nt
60	CCC1=Nc2cc(C(=O)NCCCN3CCOCC3)ccc2Sc2ccc(Br)cc21
  1%	-2%	-9	165%[activator]	-3	?	3%
61	CCc1ccc(OCCCN=C(C)c2c(O)n(C)c(=O)n(C)c2=O)cc1
  nt	-4%	2	146%[activator]	-3	?	-9%
62	CCCCN(C(=O)/C=C/c1ccc(OCC(C)C)c(OCC)c1)c1c(N)n(CCC)c(=O)[nH]c1=O
  ?	1%	-17	-2%	1	?	2%
63	CCOc1ccc(CNC(=O)Cn2ccc3cc(S(=O)(=O)N4CCCCCC4)ccc32)cc1
  ?	3%&2%	14	-21%	14	?	1%
64	COCCCn1c(SCC(=O)Nc2oc(C)c3c(C)n[nH]c(=O)c23)nc2ccccc2c1=O
  0%	-16%	nt	43%	nt	22%	nt
65	COc1ccc(CCNC2CC(=O)N(CCc3ccccc3)C2=O)cc1OC (stereo not drawn)
  19%	2%	-11	54%	-3	nt	3%
66	O=c1c2cc(Br)ccc2nc(-c2ccc([N+](=O)[O-])cc2)n1O
  2%	-1%	-12	3%	8	-19%	-22%
67	Cc1cccc(OCC(=O)Nc2cccc(C(=O)Nc3ccccc3C(=O)O)c2)c1
  ?	-28%	7	-14%	3	3%	1%
68	Cc1ccc(C)c(-c2csc(NC(=O)c3cnccn3)n2)c1
  12µM*	6%	31	-9%	10	?	8%
69	O=C(COc1cc(Cl)ccc1Cl)Nc1ccc2[nH]c(=O)[nH]c2c1
  7%	-4%	nt	-5%	nt	62%[activator]	nt
70	CCc1cccc(CC)c1NC(=O)c1cccc(S(=O)(=O)N2CCN(C)CC2)c1
  -22%	-4%	-16	-3%	-2	3%	-12%
71	CCOC(=O)c1c(-c2ccc(C)s2)csc1N
  ?	-28%	-3	-18%[2.29 µM]	4	-28%	2%
72	CC1S/C(=N/N=C/c2cccc([N+](=O)[O-])c2)NC1=O (stereo not drawn)
  -10%	1%	-3	-28%	-3	-15%	2%

Source: PubChem

This is a random part of the collection; about 22% have a hit in one of these screens.
